Screens from PubChem.
CHRM4 antagonist: human M4 muscarinic receptor antagonists, primary screen, CHO cells, Fluo-8 calcium fluorescence | Muscarinic acetylcholine receptor M4 (Homo sapiens), P08173 | CHO-hM4 cells, ACh EC80 | inhibition, % at 3 µM | 360,000 compounds, 0.73% hits;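 active = inhibition above its plate's cutoff, the mean inhibition of sample wells plus 3 SD, cut at about 27% in these data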;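 also: 0% = acetylcholine EC80 with DMSO and 100% = DMSO without agonist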
Target sequence (P08173 whole entry, looked up): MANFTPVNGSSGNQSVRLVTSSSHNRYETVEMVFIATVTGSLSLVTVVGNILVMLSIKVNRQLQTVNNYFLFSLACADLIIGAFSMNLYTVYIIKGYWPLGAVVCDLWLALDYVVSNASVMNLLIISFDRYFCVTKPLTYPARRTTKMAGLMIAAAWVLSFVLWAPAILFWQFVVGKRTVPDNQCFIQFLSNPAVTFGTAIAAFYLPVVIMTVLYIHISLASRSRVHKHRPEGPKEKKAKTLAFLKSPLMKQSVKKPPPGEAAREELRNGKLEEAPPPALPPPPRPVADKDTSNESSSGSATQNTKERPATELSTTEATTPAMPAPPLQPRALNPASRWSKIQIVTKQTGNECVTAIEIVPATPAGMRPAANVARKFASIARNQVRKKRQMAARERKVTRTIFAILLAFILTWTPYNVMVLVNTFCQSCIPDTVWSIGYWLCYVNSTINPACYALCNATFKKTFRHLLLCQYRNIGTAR
CRFBP-R2 block: antagonists of CRF-BP/CRF-R2 complex, primary screen, cell-based, HEK293, calcium dye fluorescence, uHTS; 350,000 compounds, 0.59% hits; CRF-induced calcium fluorescence; inhibition, % at 11.8 µM;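 active = inhibition of the ligand-induced calcium signal above about 50% at the single tested concentration, limit read from the data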
CRFR2-BP ag: agonists of CRF-BP/CRF-R2 complex, primary screen, cell-based, HEK293, calcium dye fluorescence, uHTS; calcium dye fluorescence (FLIPR); percent of saturating CRF peptide response; activation, % at 13.2 µM; CRF-binding protein / CRF receptor 2 complex (human); 350,000 compounds, 0.46% hits;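 active = activation of at least 50%, plus an integration ratio under a set limit after plate pattern correction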;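 also: plate controls were neutral control wells without compound for no effect and CRF at EC100 for full effect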
CHRM5 antagonist: human M5 muscarinic receptor antagonists, primary screen, CHO cells, Fluo-8 calcium fluorescence; CHO-hM5 cells, ACh EC80; inhibition, % at 3 µM; 360,000 compounds, 0.59% hits;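 active = inhibition above a per-plate cutoff, the mean of that plate's test compounds plus 3 SD, cut at about 27% in these data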;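 also: 0% = acetylcholine EC80 with DMSO and 100% = DMSO without agonist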
Target sequence (P08912 whole entry, looked up): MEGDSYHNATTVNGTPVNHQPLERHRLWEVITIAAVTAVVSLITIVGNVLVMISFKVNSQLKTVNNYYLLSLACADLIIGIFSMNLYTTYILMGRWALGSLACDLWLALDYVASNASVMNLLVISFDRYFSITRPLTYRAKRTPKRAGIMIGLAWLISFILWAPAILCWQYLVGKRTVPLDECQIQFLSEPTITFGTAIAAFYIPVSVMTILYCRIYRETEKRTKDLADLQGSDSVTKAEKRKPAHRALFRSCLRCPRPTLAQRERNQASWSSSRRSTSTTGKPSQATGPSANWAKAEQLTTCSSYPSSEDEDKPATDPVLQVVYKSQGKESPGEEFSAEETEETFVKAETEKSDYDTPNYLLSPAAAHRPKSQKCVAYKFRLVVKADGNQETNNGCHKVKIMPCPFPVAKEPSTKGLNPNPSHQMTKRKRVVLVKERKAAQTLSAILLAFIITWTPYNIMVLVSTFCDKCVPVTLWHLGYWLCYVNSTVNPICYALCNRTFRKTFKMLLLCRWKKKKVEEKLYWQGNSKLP
M5 ag: human M5 muscarinic receptor agonists, primary screen, CHO-K1 cells, Fluo-8 calcium fluorescence; CHO-K1 hM5 cells; 0% DMSO wells, 100% maximal acetylcholine response; 360,000 compounds, 0.19% hits; AID 624037, 2012; Muscarinic acetylcholine receptor M5 (Homo sapiens), P08912; activation, % at 3 µM;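 active = activation above the run's mean over test compounds plus 3 SD, cut at about 23% in these data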;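 also: signal is peak over basal fluorescence ratio across the kinetic read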
CHRM5 PAM: human M5 muscarinic receptor positive allosteric modulators, primary screen, CHO-K1 cells, Fluo-8 calcium fluorescence. CHO-K1 hM5, ACh EC20 PAM; 0% = ACh EC20, 100% = ACh EC100. Muscarinic acetylcholine receptor M5 (Homo sapiens), P08912. activation, % at 3 µM. 360,000 compounds, 0.3% hits;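 active = activation above the run cutoff, the mean activation of all test compounds plus 3 SD, cut at about 18% in these data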
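Test system: CHO-K1 hM5 cells / Doses: single-point, 3 µM nominal / Times: Post-acetylcholine fluorescence recording 140 s / Technique: Fluo-8 calcium fluorescence / Measure: Max/basal fluorescence ratio as % of EC20–EC100 ACh window / Benchmarks: low control EC20 acetylcholine (0%), high control EC100 acetylcholine (100%) / Replicates: one well per compound, no replicates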
CHRM4 PAM: human M4 muscarinic receptor positive allosteric modulators, primary screen, CHO-K1 cells, Fluo-8 calcium fluorescence; 360,000 compounds, 0.4% hits; CHO-K1 hM4/Gqi5, ACh EC20; 0% = ACh EC20, 100% = maximal ACh; activation, % at 3 µM;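 active = activation above its plate's cutoff, the mean activation of sample wells plus 3 SD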; also: some results filed as inactive read as strong as hits
M4 ag: human M4 muscarinic receptor agonists, primary screen, CHO-K1 cells, Fluo-8 calcium fluorescence | Muscarinic acetylcholine receptor M4 (Homo sapiens), P08173 | CHO-K1 hM4/Gqi5; vehicle 0%, full acetylcholine response 100% | activation, % at 3 µM | 360,000 compounds, 0.14% hits | AID 624127, 2012;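 active = activation above the run mean over all test wells plus 3 SD, cut at about 32% in these data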;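 also: peak over basal fluorescence ratio per well then scaled between controls; 0% = DMSO wells and 100% = acetylcholine at EC100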
CHRM1 PAM: human M1 muscarinic receptor positive allosteric modulators, primary screen, CHO-K1 cells, Fluo-8 calcium fluorescence, 1536-well; activation, % at 3 µM; Muscarinic acetylcholine receptor M1 (Homo sapiens), P11229; AID 588819, 2011; 360,000 compounds, 0.088% hits; CHO-K1 hM1, ACh EC20; 0% = ACh EC20, 100% = maximal ACh; in the data active = activation above about 19%, passing the limit was not always enough
* hit, by the source's call; nt = no result given. The order is random; any-hit rate near 2.6%.

SMILES	CHRM4 antagonist	CRFBP-R2 block	CRFR2-BP ag	CHRM5 antagonist	M5 ag	CHRM5 PAM	CHRM4 PAM	M4 ag	CHRM1 PAM
COc1ccc2ccc(OCC(=O)NCC3CCCO3)cc2c1 (stereo not given)	1	0	-1.7	1	0	0	5	3	9
CCOc1ccc(/C(O)=C2/C(=O)C(=O)N(CCCn3ccnc3)C2c2cccs2)cc1Cl (stereo not given)	1	7	-0.1	-3	-6	3	-1	-2	8
COc1ccc(C2C(C(=O)NCC3CCCO3)CCC(=O)N2c2ccc3c(c2)OCO3)cc1 (stereo not given)	0	4	-1.0	0	-1	-1	4	1	9
NS(=O)(=O)c1ccc(CCNC(=O)COC(=O)CCc2c[nH]c3ccccc23)cc1	4	-39	76*	-2	7	17	4	2	10
CCc1ccccc1N(C)C(=O)CCc1nc(-c2ccc(C)cc2)no1	-11	-12	3.8	-2	-4	-7	3	5	-1
COc1cccc(C(=O)Nc2ccccc2F)c1	3	26	-0.7	-4	-2	0	8	1	9
O=C(Nc1ccc(F)cc1)C(c1cc2ccccc2o1)N1CCN(c2ccncc2)CC1 (stereo not given)	-8	nt	nt	5	0	-7	-1	13	nt
Cc1cc(OC(C)C(=O)NCCCN2CCOCC2)c2c(C)c(C)c(=O)oc2c1 (stereo not given)	2	29	1.1	0	-3	3	1	1	4
O=C1CCC(CCc2nc3ccccc3[nH]2)(c2ccccc2)C(=O)N1 (stereo not given)	-1	-7	-1.5	7	-2	-2	-7	2	7
CC1(C)CC(=O)c2c(O)cc(O)cc2O1	-5	-32	-2.7	-6	3	13	14	2	4
CCOc1ccccc1NC(=O)CSc1nnc(-c2ccco2)n1Cc1ccco1	-12	13	-4.8	-4	-3	5	19	-3	9
Cn1c(CCC(=O)Nc2ccc(S(C)(=O)=O)cc2)nc2cc(S(=O)(=O)N3CCOCC3)ccc21	-12	5	0.8	1	5	3	6	1	13
O=C1CCCC(=O)N1c1ccc(N2CCN(c3ccccc3)CC2)c([N+](=O)[O-])c1	3	-10	-1.4	-1	2	1	-4	2	0
CCc1ccc(NC(=O)CNC(=O)c2cn(-c3ccccc3OC)c(=O)c3ccccc23)cc1	0	4	-0.1	2	-1	0	-2	6	6
Cc1csc(NC(=O)c2cc[n+]([O-])cc2)n1	-1	3	0.2	0	0	12	1	0	9
COc1cc(C(=O)O/N=C(\N)Cc2ccc([N+](=O)[O-])cc2)cc(OC)c1OC	10	-13	0.7	20	-3	-5	-8	0	28
O=C(O)CCC(=O)Nc1cccc(-c2csc(-c3ccccc3)n2)c1	3	0	-2.0	2	2	7	2	1	4
Cc1cc(NC(=O)CSc2n[nH]c(-c3cccs3)n2)no1	-4	-5	-0.5	-3	-2	9	17	0	11
COc1ccc(N(CC(=O)N2CCN(Cc3ccccc3)CC2)S(=O)(=O)c2ccccc2)cc1	6	-28	-1.5	9	-4	-2	-4	3	14
Cc1nn(C)c(C(=O)N2CCN(C(=O)c3ccco3)CC2)c1Br	-1	4	-0.7	2	1	-2	1	2	-3
Cc1cccc(Nc2nc(N)nc(N)c2N=O)c1	-16	-66	-3.4	12	23	-11	3	3	7
Cc1cccc(-c2cc3c(N=O)c4ccccc4c-3n[nH]2)c1	7	-17	0.9	4	-1	-4	-7	0	7
CSc1sc(C(=O)NCC2CC2)c2c1S(=O)(=O)N(C)c1ccccc1-2	-10	1	-5.5	9	3	-12	-9	7	3
CCC(C(=O)NC(C)(C)C)n1c(-c2cccc(NC(C)=O)c2)nc2ccccc21 (stereo not given)	-10	nt	nt	-6	3	4	14	1	nt
CCOc1cccc(-c2nnc(SCC(=O)Nc3ccc(OC)c(OC)c3)n2N)c1	4	13	-1.1	4	0	1	0	1	4
CC(C)N(C(=O)c1sc2cc([N+](=O)[O-])ccc2c1Cl)C(C)C	-8	21	-2.6	-3	-1	12	-1	0	5
COc1cc2c(C(=O)N3CCN(c4cccc(Cl)c4)CC3)cn(C)c(=O)c2cc1OC	5	-6	-2.4	1	-3	-1	-4	1	11
CCc1ccccc1NC(=O)c1ccc([N+](=O)[O-])s1	3	4	-0.3	4	-7	11	-2	0	2
CCOc1ccc(CCN2C(=S)N([C@@H](CC(C)C)CN3CCCC3CN3C(=S)NC[C@@H]3Cc3ccc(O)cc3)C[C@@H]2Cc2ccc(O)cc2)cc1 (stereo not given in full)	-11	-7	-1.5	3	0	-3	3	0	0
CC(NC(=O)c1ccc(Br)o1)C1CCCO1 (stereo not given)	5	1	-0.1	10	-2	0	-4	0	13
CC1CC(C)CN(C(=O)CSc2nnc(-c3ccc(F)cc3)o2)C1 (stereo not given)	-28	8	-4.5	-6	-3	3	11	1	-1
Cc1csc(NC(=O)CCCNC(=O)c2ccc(Cl)cc2)n1	-1	20	-0.8	1	4	3	6	2	2
CC(C)Cc1nc2n[nH]c(N)c2c2c1COC(C)(C)C2	3	6	-3.1	8	-2	3	7	1	-1
Cc1csc2c(N3CCN(S(=O)(=O)c4ccc(Cl)cc4)CC3)ncnc12	-7	-11	-1.7	10	2	-3	-7	1	2
O=C(NCc1c(Cl)cccc1Cl)c1ccc2nnsc2c1	2	17	-2.1	18	-9	-8	-4	0	-1
O=C(O)C1CC2CCC1CC2 (stereo not given)	-10	30	3.7	-3	3	11	3	1	2
COc1ccc(OC)c(NS(=O)(=O)c2ccc3[nH]c(=O)[nH]c3c2)c1	-6	16	6.2	10	2	-2	4	0	2
CC12CCC3(CO)COC(c4ccccc4O1)C2C3 (stereo not given)	-11	-15	4.0	-3	-10	4	4	0	7
Cc1ccc2nc(C)cc(C(=O)N3CCCC(CO)(Cc4ccccc4C)C3)c2c1 (stereo not given)	9	-24	0.0	8	-2	-5	-13	2	1
CCOc1cc(Cl)c(NC(=O)CC)cc1OCC	-15	-7	-0.6	0	-1	-6	8	1	5
Cc1nnc(NC(=O)c2cccc(S(=O)(=O)N3CC(c4ccccc4)CC3=O)c2)s1 (stereo not given)	-7	-19	-2.4	3	3	-6	1	1	-1
Cc1ccc(CNC(=O)c2cc3c(s2)CN(Cc2ccccc2)C3)cc1	-5	-2	1.4	5	-11	9	3	5	-3
Cc1cccc(C(=O)NNC(=O)c2c(-c3ccccc3Cl)noc2C)c1O	13	-2	1.1	6	0	-1	-8	0	1
CC(=O)Oc1ccc2c(C)c(CC(=O)N3CCN(C(=O)C4COc5ccccc5O4)CC3)c(=O)oc2c1C (stereo not given)	1	10	0.2	7	1	3	4	5	7
Cc1ccc(CNC(=O)CCn2c(=O)oc3ccccc32)cc1	26	6	-5.0	3	-1	7	14	1	6
C/C=C\C=C/C(=O)Nc1cccc(C2=NOC3(C2)C[C@@H](C(N)=O)N(C(=O)/C=C/CC)C3)c1 (stereo not given in full)	-11	0	-0.6	-3	0	1	11	3	3
C/C(CCc1oc2ccc(Br)cc2c1-c1ccc(C)o1)=N/O	5	-16	3.0	-8	-4	6	1	0	9
COc1ccccc1CC(=O)NCCc1ccccc1	-12	-2	-3.7	4	1	-1	-1	0	8
Cc1nc(C)c(C(=O)C2=C(O)C(=O)N(CCCn3ccnc3)C2c2ccc(Cl)cc2)s1 (stereo not given)	-20	2	1.1	-5	-6	0	6	1	0
COc1cc(OC)cc(C(=O)O/N=C(\N)c2ccncc2)c1	9	5	-2.9	-1	0	0	6	0	5
COc1ccc(C=CC(C)=NNC(=O)c2ccncc2)cc1	-4	5	-0.6	15	2	0	-1	13	-3
COc1cccc(/C=N/NC(=O)COc2cccc3cccnc23)c1O	-9	5	-3.4	-2	-3	-1	-4	10	7
N#Cc1nnn2c1nc(N)c1c(Cl)cccc12	-3	nt	nt	-4	1	3	4	1	1
Cc1cc(C)cc(NC(=O)CN2CCC(NC(=O)Cc3ccccc3)CC2)c1	-1	5	-1.6	-5	-1	-6	12	3	9
CSCCC(NC(=O)c1ccccc1)C(=O)NC1CC1 (stereo not given)	-3	5	-1.2	-4	-2	6	8	1	10
CC1C=CCC2C(=O)N(c3cccc(C(=O)N4CCN(c5ccc(F)cc5)CC4)c3)C(=O)C12 (stereo not given)	1	6	1.6	1	3	-11	-10	10	-2
CCCC(=O)NCc1nc2ccccc2n1CC(=O)c1ccccc1	7	-8	-2.4	12	-1	-3	-2	1	0
CCOC(=O)CN(C(=O)CSc1nnc(-c2ccncc2)n1CCCN(C)C)c1ccccc1	-15	-7	-2.0	-4	-3	2	5	1	-1
Cc1ccc(-n2c(SCc3cc(=O)n4ccsc4n3)nnc2-c2cccnc2)c(C)c1	2	-9	0.2	2	-8	-8	-4	0	1
COc1cc(OC)c(NC(=O)Cn2cnc3sc(C)c(S(=O)(=O)N4CCOCC4)c3c2=O)cc1Cl	2	7	-2.5	11	-3	-5	-4	1	3

New compounds follow.
SMILES	CHRM4 antagonist	CRFBP-R2 block	CRFR2-BP ag	CHRM5 antagonist	M5 ag	CHRM5 PAM	CHRM4 PAM	M4 ag	CHRM1 PAM
CCOc1cc(-c2n[nH]c(=S)n2Cc2ccccc2)ccc1OC(F)F	10	1	-1.2	7	-6	-8	1	-1	0
CC(=O)N(CCC1(C(C)C)CCOC(C)(C)C1)C(C)c1cccs1 (stereo not given)	22	12	-1.0	-1	-6	-2	-8	0	2
O=C(c1ccc(S(=O)(=O)N2CCOCC2)cc1)N1CCN(c2ccccc2F)CC1	-5	-5	-1.3	-4	4	0	9	3	6
NC(=O)N1N=C2/C(=C/c3ccccc3)CCCC2C1c1ccccc1 (stereo not given)	3	-29	0.1	8	0	-5	14	5	6
CCOC(=O)c1cnn(-c2nc(-c3ccccc3)cs2)c1C(F)(F)F	-9	-16	-1.1	-9	-6	-6	0	-1	-6
CC(=O)C[C@@H]1SC[C@H](c2ccccc2)N1S(=O)(=O)c1ccc(C)cc1	7	nt	nt	16	-2	-10	-4	2	nt

Quoted from the listing.
M5 ag with O=C(c1ccc(S(=O)(=O)N2CCOCC2)cc1)N1CCN(c2ccccc2F)CC1 reads 4
M5 ag with CCOC(=O)c1cnn(-c2nc(-c3ccccc3)cs2)c1C(F)(F)F reads -6
M4 ag with CC(=O)N(CCC1(C(C)C)CCOC(C)(C)C1)C(C)c1cccs1 (stereo not given) reads 0
CHRM1 PAM with NC(=O)N1N=C2/C(=C/c3ccccc3)CCCC2C1c1ccccc1 (stereo not given) reads 6
CHRM4 antagonist with CC(=O)C[C@@H]1SC[C@H](c2ccccc2)N1S(=O)(=O)c1ccc(C)cc1 reads 7

One compound at a time, from the list above:
CC(=O)C[C@@H]1SC[C@H](c2ccccc2)N1S(=O)(=O)c1ccc(C)cc1 as listed: CHRM4 antagonist = 7; CRFBP-R2 block = nt; CRFR2-BP ag = nt; CHRM5 antagonist = 16; M5 ag = -2; CHRM5 PAM = -10; CHRM4 PAM = -4; M4 ag = 2; CHRM1 PAM = nt
CC(=O)N(CCC1(C(C)C)CCOC(C)(C)C1)C(C)c1cccs1 (stereo not given) as listed: CHRM4 antagonist = 22; CRFBP-R2 block = 12; CRFR2-BP ag = -1.0; CHRM5 antagonist = -1; M5 ag = -6; CHRM5 PAM = -2; CHRM4 PAM = -8; M4 ag = 0; CHRM1 PAM = 2
